# Assay outcomes (PubChem)
# All columns: NCI-60 one-dose screen, growth in % after 48 h at 10 µM unless noted; 100 = growth as untreated, 0 = no growth, -100 = all killed.
# K-562: K-562 leukemia; 78,000 compounds, 7.4% hits
# SR: SR leukemia cells; 73,000 compounds, 8.7% hits; AID 1794780
# CCRF-CEM: CCRF-CEM leukemia; AID 1794778; 77,000 compounds, 7% hits
# RPMI-8226: RPMI-8226 leukemia cells; 77,000 compounds, 7.5% hits; AID 1794781
# HOP-62: HOP-62 NSCLC | 80,000 compounds, 3.9% hits
# MOLT-4: MOLT-4 leukemia cells; 80,000 compounds, 6.9% hits
# MDA-MB-435: MDA-MB-435 melanoma; 82,000 compounds, 7.8% hits; AID 1794794
# MDA-MB-468: MDA-MB-468 breast cancer; 78,000 compounds, 8.5% hits; AID 2202374
# * hit, by the source's call; · = no result given; & = joins results of further samples. The calls were made as follows: active = growth percent below 10; inactive = the rest.
# Preview (three entries):
No.	structure	K-562	SR	CCRF-CEM	RPMI-8226
1	CN1CCCC2c3ccccc3CCC21 (stereo not given)	94	99	99	98
2	CC1(C)N=C(N)N=C(N)N1c1ccc(OCC(=O)Nc2ccc(S(=O)(=O)F)cc2Cl)c(Cl)c1	29	35	37	38
3	COc1ccc(CN(C)CC(O)c2ccc(Cl)cc2)cc1 (stereo not given)	89	85	97	100

No.	HOP-62	MOLT-4	MDA-MB-435	MDA-MB-468
1	102	97	109	103
2	53	40	49	73
3	105	93	102	99

# All compounds of this part, previewed entries included:
No.	structure	K-562	SR	CCRF-CEM	RPMI-8226
1	CN1CCCC2c3ccccc3CCC21 (stereo not given)	94	99	99	98
2	CC1(C)N=C(N)N=C(N)N1c1ccc(OCC(=O)Nc2ccc(S(=O)(=O)F)cc2Cl)c(Cl)c1	29	35	37	38
3	COc1ccc(CN(C)CC(O)c2ccc(Cl)cc2)cc1 (stereo not given)	89	85	97	100
4	Nc1ccc2c(c1)Cc1cc(Br)ccc1-2	92	85	50	80
5	OCC(c1ccc(Cl)cc1)c1ccc(Cl)cc1	98	101	98	104
6	CCOP(N)(=S)OCC	100	·	97	96
7	CC/C(=C/c1ccc(OC)cc1OC)[N+](=O)[O-]	3.6*	2.5*	·	-7.2*
8	CNC1Cc2cc3c(cc2C1)OCO3	92	101	102	98
9	CC(=O)C1C(=O)N(C)C(=O)N(C)C1=O	108	97	97	100
10	Cc1ccccc1-c1nc2ccccc2c(=O)n1C	111	69	101	93
11	COc1ccc(C=O)cc1	111	106	101	102
12	COCC(Br)C(=O)OC (stereo not given)	108	·	88	109

No.	HOP-62	MOLT-4	MDA-MB-435	MDA-MB-468
1	102	97	109	103
2	53	40	49	73
3	105	93	102	99
4	101	71	111	85
5	110	93	110	92
6	101	102	112	96
7	74	6.3*	46	-6.9*
8	91	94	103	103
9	99	104	94	104
10	102	98	105	110
11	99	96	113	110
12	108	123	102	108

# Two records picked at random from those above, as already listed:
No.	structure	K-562	SR	CCRF-CEM	RPMI-8226
10	Cc1ccccc1-c1nc2ccccc2c(=O)n1C	111	69	101	93
5	OCC(c1ccc(Cl)cc1)c1ccc(Cl)cc1	98	101	98	104

No.	HOP-62	MOLT-4	MDA-MB-435	MDA-MB-468
10	102	98	105	110
5	110	93	110	92

# Following part:
No.	structure	K-562	SR	CCRF-CEM	RPMI-8226
13	C[N+](C)(C)CC1(O)CCCCC1	106	109	83	99
14	CCC1(CC)COP(=S)(SCCOC(=O)c2ccccc2)OC1	101	94	89	100
15	O=[N+]([O-])c1nccn1CC(O)CF (stereo not given)	82	77	112	109
16	CC1(C)N=C(N)N=C(N)N1c1ccc(OCC(=O)Nc2ccc(S(=O)(=O)F)cc2)cc1	34	29	66	88
17	COc1ccn(C)c(=O)c1C#N	105	90	120	102
18	CNC1(c2ccc(F)cc2)CCCCC1	137	107	111	105
19	N#CC(C#N)=Cc1ccc(Cl)cc1	101	·	108&97	105&101
20	S=P(NC1CCCCC1)(N1CC1)N1CC1	61	104	102	77
21	O=C1OCCC1C(=O)c1ccccc1 (stereo not given)	72	64	74	63
22	O=C(CCl)Oc1ccccc1Cl	107	101	105	110
23	CC(C)(OC(=O)Nc1cccc(Cl)c1)C(Cl)(Cl)Cl	105	90	96	96
24	CNCC(Cl)Cl	·	109	101	112

No.	HOP-62	MOLT-4	MDA-MB-435	MDA-MB-468
13	102	111	98	99
14	93	102	91	96
15	100	84	96	104
16	101	82	56	57
17	84	106	107	102
18	100	119	109	96
19	116	101	107&106	100&107
20	101	99	110	103
21	94	50	104	68
22	99	93	106	98
23	95	100	104	107
24	105	107	103	111

# Down the list, as entered above.
# Compounds 14–18 in MDA-MB-468, in turn: 96, 104, 57, 102, 96

# Remaining list, next part
No.	structure	K-562	SR	CCRF-CEM	RPMI-8226
25	COC(=O)[C@@]1(O)C[C@H]2O[C@]1(C)n1c3ccccc3c3c4c(c5c6ccccc6n2c5c31)C(=O)NC4	0.1*	-18*	0.6*	-40*
26	O=C(O)C(CO)NC(=O)C(Cl)(Cl)Cl (stereo not given)	99	85	·	98
27	C[N+](C)(C)Cc1c[nH]c2ccccc12	95&75	90&94	105&91	108&93
28	CCCCCC1(CCSC(=N)N)C(=O)NC(=O)NC1=O	107	105	91	93
29	CCC(Cl)CN(Cc1ccccc1)Cc1ccccc1 (stereo not given)	101	102	97	90
30	CSc1nc(C)c(Br)c(N2CC2)n1	83	96&98	99&60	92&69
31	CC(=O)O[C@@H]1CC[C@]2(C)[C@H]3CC[C@]4(C)[C@@H](OC(C)=O)CC[C@H]4[C@@H]3C[C@@H]3CC(N)=C[C@@]32C1	89	96	94	108
32	N#C/C=C/c1ccccc1	90	97	104	103
33	COC(C)(C)CCC[C@H](C)C/C=C/C(C)=C/C(=O)OC(C)C	85	·	78	63
34	Clc1ccc(C(Cl)(Cl)Cl)c(Cl)c1	87	103	87	103
35	O=C([O][Hg][c]1ccccc1)c1ccccc1	-21*	-7.1*	-34*	-37*
36	COC(=O)C1=C(Nc2ccc(F)c(Cl)c2)C(=O)OC12C(=O)Nc1ccccc12 (stereo not given)	98	99	90	97

No.	HOP-62	MOLT-4	MDA-MB-435	MDA-MB-468
25	-59*	-31*	-90*	-72*
26	107	88	98	99
27	93&95	110&88	106&97	102&102
28	114	113	93	97
29	93	102	100	95
30	97&101	95&114	108&109	107&109
31	103	76	104	106
32	98	80	111	108
33	107	90	97	87
34	113	100	112	103
35	-34*	-27*	-87*	-67*
36	103	100	102	142

# Sorted by length of the SMILES (low to high): part of the list above
No.	structure	K-562	SR	CCRF-CEM	RPMI-8226
30	CSc1nc(C)c(Br)c(N2CC2)n1	83	96&98	99&60	92&69
33	COC(C)(C)CCC[C@H](C)C/C=C/C(C)=C/C(=O)OC(C)C	85	·	78	63
36	COC(=O)C1=C(Nc2ccc(F)c(Cl)c2)C(=O)OC12C(=O)Nc1ccccc12 (stereo not given)	98	99	90	97

No.	HOP-62	MOLT-4	MDA-MB-435	MDA-MB-468
30	97&101	95&114	108&109	107&109
33	107	90	97	87
36	103	100	102	142

# Following part
No.	structure	K-562	SR	CCRF-CEM	RPMI-8226
37	Cc1cc(N=Nc2ccccc2C)ccc1N	66	·	4.3*	18
38	Cc1ccc(C=C(C#N)C#N)o1	80	84	99	97
39	CCCCCCC(C)(C)c1cc(OC)c([C@H]2C=C(CO)[C@H]3CC2C3(C)C)c(OC)c1	84	77	84	95
40	CCCCNP(=O)(N1CC1CC)N1CC1CC (stereo not given)	129	163	110	114
41	Cc1nc(C)c(C(=O)N/N=C/c2ccc(N(CCCl)CCCl)cc2)s1	66	46	74	80
42	O=C(O)C1(Br)CC12c1ccccc1-c1ccccc12 (stereo not given)	87	89	97	·
43	O=C(CN1CCN(C(=O)c2ccco2)CC1)Nc1ccc(Cl)cc1C(=O)c1ccccc1Cl	81	73	163	54
44	CC[C@H](C)[C@H](NC(=O)[C@H]1CCCCN1C)C(=O)N(C)[C@H](CCc1nc(C(=O)N[C@@H](Cc2ccccc2)C[C@H](C)C(=O)OC)cs1)C(C)C	9.7*	13	13	16
45	C=NCC#N	107&91	108&84	118	115&92
46	CC(=O)OC1CCC2C3C(C)CC4=CC(=O)CCC4(C)C3CCC12C (stereo not given)	·	144	84	86
47	c1ccc(CN2CCN(Cc3ccccc3)CC2)cc1	114	92	103	97
48	O=C1CC2OCC=C3C[N+]4(SS(=O)(=O)[O-])CCC56c7ccccc7N1C5C2C3CC64 (stereo not given)	113	96	75	104

No.	HOP-62	MOLT-4	MDA-MB-435	MDA-MB-468
37	69	29	83	64
38	109	89	108	99
39	88	78	99	118
40	103	136	98	101
41	103	79	83	44
42	·	86	108	99
43	105	54	118	·
44	14	15	-39*	35
45	93&93	107&95	113&100	108&105
46	81	116	112	88
47	92	107	126	98
48	102	100	94	·

# The list goes on:
No.	structure	K-562	SR	CCRF-CEM	RPMI-8226
49	O=C(NCCCN1CC1)Nc1cccc2ccccc12	86	87&102	86&108	88&100
50	C[Se]CCCN1C(=O)[C@@H]2[C@H](C1=O)[C@@H]1C=C[C@H]2C1	102	103	101	101
51	O=C(O)COC(C[N+](=O)[O-])C(Cl)(Cl)Cl (stereo not given)	99	93	99	106
52	CN1CCCCC1C(O)c1ccccc1 (stereo not given)	115	105	101	106
53	CCN(CC)CCn1c(=O)n(C)c2ccccc21	103	99	103	113
54	COC12CC3C4=CCOC5CC(=O)N6c7ccccc7C1(CCN2C4)C6C53 (stereo not given)	·	·	100	104
55	O=C1NC(=S)NC(=O)C1Cc1ccccc1	92	94	102	109
56	COc1ccc(N(CC(=O)NCCC[Te]c2ccccc2)C(=O)CCSC2=C(C)C(=O)c3ccccc3C2=O)cc1	·	·	·	-41*
57	CN1C(=O)CC[C@@]2(C)C1=CC[C@@H]1[C@@H]2CC[C@@]2(C)[C@H]1CC[C@]2(C)O	108	92	90	·
58	COC(=O)[C@@H](C)C[C@H](Cc1ccccc1)NC(=O)c1csc([C@@H](C[C@H](C(C)C)N(C)C(=O)C2(NC(=O)[C@H]3CCCCN3C)CC2)OC(C)=O)n1	3.8*	11	3.4*	13
59	O=C(CC(C(=O)c1ccccc1)N1CC1)c1ccccc1 (stereo not given)	43	57	45	74
60	CC(C)(NC(=O)c1nn(CCCCCF)c2ccccc12)c1ccccc1	90	85	82	79

No.	HOP-62	MOLT-4	MDA-MB-435	MDA-MB-468
49	88&49	84&103	88&108	91&103
50	100	109	103	104
51	108	105	102	·
52	97	102	102	101
53	107	104	105	100
54	99	·	114	102
55	·	102	109	88
56	-46*	·	12	-58*
57	109	101	104	104
58	9.0*	9.5*	-29*	-4.0*
59	117	80	98	104
60	94	72	103	94

# (listing goes on)
No.	structure	K-562	SR	CCRF-CEM	RPMI-8226
61	C[C@]12CCc3nc(NCCCN4CCOCC4)sc3C1=CC[C@@H]1[C@@H]2CC[C@]2(C)C(=O)CC[C@@H]12	72	60	91	88
62	CC(C)COC(=O)Cc1ccccc1	109	100	95	103
63	CC/C(=C\c1ccccc1)[N+](=O)[O-]	75	89	99	94
64	c1ccc(CC(NC2CCCCC2)c2ccccc2)cc1 (stereo not given)	61	58	72	50
65	O=S(=O)(c1ccc(Cl)cc1)C(Cl)(Cl)Cl	20	15	25	18
66	CCN1C(=O)NC(=O)C2(CCCC2)C1=O	114	120	104	·
67	OCCCNCc1cccnc1	108	·	85	·
68	CC(C)(O)/C=C/C(=O)[C@](C)(O)[C@H]1[C@H](O)C[C@@]2(C)[C@@H]3CC=C4[C@@H](C=C(O)C(=O)C4(C)C)[C@]3(C)C(=O)C[C@]12C	-32*	-7.3*	-29*	-54*
69	Cc1cc(C)c(C)c(CCN)c1C	101	93	102	96
70	O=C(N/N=C\c1ccc(N(CCCl)CCCl)cc1)C(=O)N/N=C\c1ccc(N(CCCl)CCCl)cc1	110	76	·	97
71	Cn1c(=O)c2c(nc(N3CCN(CCCl)CC3)n2C)n(C)c1=O	102	92	99	106
72	C[C@]12CCc3sc(Nc4ccc(OC(F)(F)F)cc4)nc3C1=CC[C@@H]1[C@@H]2CC[C@]2(C)C(=O)CC[C@@H]12	8.2*	17	5.0*	2.9*
73	CC(C)CCC[C@@H](C)C1CCC2C3CCC4=C/C(=N/OC(=O)Cc5ccc(N(CCCl)CCCl)cc5)CC[C@]4(C)C3CC[C@@]21C (stereo not given in full)	98	83	93	102

No.	HOP-62	MOLT-4	MDA-MB-435	MDA-MB-468
61	102	92	98	88
62	101	103	106	101
63	95	90	104	104
64	59	77	78	98
65	79	16	-15*	-20*
66	103	117	105	109
67	104	104	104	114
68	-64*	-15*	-52*	·
69	95	100	104	84
70	108	95	103	94
71	107	92	111	105
72	80	4.1*	78	69
73	105	91	104	115

# A portion of the library (hit frequency here may not be typical).
